# Bioassay records (PubChem BioAssay)
# FXIIa inh: inhibitors of human coagulation factor XIIa | P00748 | purified human FXIIa, AMC substrate fluorescence, 2 h | AID 701 | 0.2% of 33,000 active | inhibition, % at 10 µM; in the data active = inhibition above about 30%;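 also: 0% = enzyme with vehicle only and 100% = no enzyme blank; many of its hits are not listed in these tables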
# FXIa inh: inhibitors of human coagulation factor XIa; AID 687; P03951; 0.3% of 33,000 active; inhibition, % at 10 µM; purified human FXIa, fluorogenic AMC substrate cleavage;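 active = inhibition above 40% in the primary screen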;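 also: 0% = enzyme without compound and 100% = blank wells lacking enzyme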
# Target sequence (P03951 19-387 limits assumed): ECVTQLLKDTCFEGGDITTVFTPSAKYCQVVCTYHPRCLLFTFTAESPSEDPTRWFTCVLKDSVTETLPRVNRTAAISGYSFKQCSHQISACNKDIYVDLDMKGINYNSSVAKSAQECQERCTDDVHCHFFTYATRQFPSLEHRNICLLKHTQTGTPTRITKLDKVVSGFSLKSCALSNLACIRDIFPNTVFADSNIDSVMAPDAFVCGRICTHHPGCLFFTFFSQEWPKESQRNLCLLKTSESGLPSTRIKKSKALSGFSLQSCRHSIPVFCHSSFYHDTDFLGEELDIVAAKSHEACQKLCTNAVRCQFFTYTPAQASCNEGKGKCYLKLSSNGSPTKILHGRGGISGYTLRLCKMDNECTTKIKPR
# Target sequence (P03951 388-625 limits assumed): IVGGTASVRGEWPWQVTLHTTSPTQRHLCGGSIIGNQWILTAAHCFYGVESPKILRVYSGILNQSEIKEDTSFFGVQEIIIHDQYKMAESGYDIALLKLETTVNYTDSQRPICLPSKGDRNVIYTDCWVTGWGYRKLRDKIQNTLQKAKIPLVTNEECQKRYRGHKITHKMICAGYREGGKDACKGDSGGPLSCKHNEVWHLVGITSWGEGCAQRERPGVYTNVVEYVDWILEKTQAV
# * marks the source's active call; other numbers are inactive results. Only part of the results is shown; rates above refer to the full screens.
# Sample of the layout (6 entries):
# The line under a structure holds: FXIIa inh | FXIa inh
COc1ccc(C(=O)Nc2cccc(C(C)=O)c2)c(OC)c1OC
  0.9 | -10.3
Cc1c(C(=O)O)sc2nc3n(c(=O)c12)CCCCC3
  -17.4 | 16.2
CN1CCN(C(=O)CN(c2cc(C(F)(F)F)ccc2Cl)S(C)(=O)=O)CC1
  16.1 | -3.1
CCOC(=O)c1c(NC(=O)c2cccs2)sc2c1CCCC2
  -13.0 | 2.0
CCOC(=O)C1=C(N)n2c(s/c(=C\c3cccnc3)c2=O)=C(C(=O)OC)C1c1cccnc1 (configuration not stated)
  6.9 | 4.7
Cc1ccc(C)c(OCCCC(C)(C)C(=O)O)c1
  1.6 | 1.9

# Results, from the start:
# The line under a structure holds: FXIIa inh | FXIa inh
COc1ccc(C(=O)Nc2cccc(C(C)=O)c2)c(OC)c1OC
  0.9 | -10.3
Cc1c(C(=O)O)sc2nc3n(c(=O)c12)CCCCC3
  -17.4 | 16.2
CN1CCN(C(=O)CN(c2cc(C(F)(F)F)ccc2Cl)S(C)(=O)=O)CC1
  16.1 | -3.1
CCOC(=O)c1c(NC(=O)c2cccs2)sc2c1CCCC2
  -13.0 | 2.0
CCOC(=O)C1=C(N)n2c(s/c(=C\c3cccnc3)c2=O)=C(C(=O)OC)C1c1cccnc1 (configuration not stated)
  6.9 | 4.7
Cc1ccc(C)c(OCCCC(C)(C)C(=O)O)c1
  1.6 | 1.9
CCOC(=O)c1nn(-c2ccccc2)c(=O)c(C#N)c1C
  2.2 | -2.0
CCc1n[nH]c(=S)n1/N=C/c1ccc2c(c1)OCO2
  -1.0 | -8.6
CCOc1ccc(Br)cc1/C(C)=N\NC1=NCCN1
  -11.7 | 25.5
CCOc1ccc(NC(=O)NCCN2C(C)CCCC2C)cc1 (configuration not stated)
  5.1 | -7.6
O=C(Nc1nccs1)c1cn(-c2ccccc2)nc1-c1ccccc1
  4.5 | 3.8
N#Cc1ccccc1NC(=O)c1ccccc1OCC(=O)NCc1ccco1
  -18.1 | -0.6
CCNC(=O)c1c(C)nc2ccccn12
  -18.8 | 1.9
CC(=O)Oc1c(S(=O)(=O)c2ccccc2)c(C)nn1C(C)(C)C
  9.0 | 0.2
COc1cc(S(=O)(=O)NCc2ccc3c(c2)OCO3)ccc1Cl
  3.3 | 7.3
Cn1cnnc1SCC(=O)NCCc1ccccc1
  7.8 | 2.5
c1ccc2c(c1)ccc1nnc(SCc3ccc4c(c3)OCO4)n12
  0.6 | 1.1
O=C(CN1C(=O)C2CC=CCC2C1=O)Nc1nnc(SCc2ccc(F)cc2)s1 (configuration not stated)
  7.4 | -13.8
CCOC(=O)c1ccc(NC(=O)N2CCN(S(C)(=O)=O)CC2)cc1
  4.9 | -1.9
COc1ccc(C(=O)Nc2nc3ccc4nc(C)sc4c3s2)cc1
  -0.8 | 1.9
Clc1ccc(-c2noc(CCCOc3ccccc3)n2)cc1
  2.5 | -1.0
Cc1cccc(-c2noc(CCC(=O)Nc3ccccc3)n2)c1
  5.7 | 1.6
CCN(CC)C(=O)CSc1nnc(-c2ccc(S(=O)(=O)NCc3ccccc3Cl)cc2)o1
  2.8 | 3.6
CC1CN(C(=O)CN2C(=O)NC3(CCCCCC3)C2=O)CC(C)O1 (configuration not stated)
  5.1 | -0.8
CCCSc1nnc2n(N)c(=O)c3ccccc3n12
  6.5 | 10.3
COCCNC(=O)COc1ccc(C)c(C)c1
  5.6 | 8.3
CCN(CC)CCNC(=O)c1cc(S(C)(=O)=O)ccc1OC
  4.1 | -5.7
CN(C)c1ccc(CN2CCCCC2)cc1
  6.4 | -5.0
COc1ccccc1N(CC(=O)NCc1ccccc1)C(=O)CCC(=O)Nc1ccccn1
  10.5 | -1.2
O=C(CSc1ncn[nH]1)Nc1ccccc1-c1ccccc1
  10.0 | 2.9
COc1ccc(C2C3=C(CC(C)(C)CC3=O)Nc3cc4c(cc32)OCO4)cc1 (configuration not stated)
  -4.4 | -3.5
O=C(Nc1ccccc1)c1ccc(S(=O)(=O)NCc2ccco2)cc1
  8.1 | 2.4
CC(C)CC(=O)NCCCN1CCN(CCCNC(=O)CC(C)C)CC1
  4.9 | -3.4
CC(C)(C)c1ccc(OC2=CS(=O)(=O)c3ccccc32)cc1
  6.5 | 1.3
CCc1nnc(NC(=O)CSc2nnc(-c3ccoc3C)n2CC(C)C)s1
  4.2 | 1.3
CCC(=O)OC1CSc2nc3ccccc3n2C1 (configuration not stated)
  8.4 | -6.8
Cc1cc(NC(=O)COc2ncnc3sc(C)c(C)c23)no1
  -2.1 | -0.2
CCOC(=O)N1CCN(C(=O)CSc2nnc(CNC(=O)c3c(F)cccc3Cl)o2)CC1
  3.4 | 1.6
COC(=O)CSc1nnc(-c2ccncc2)n1N
  5.1 | 1.3
O=C(Nc1nc2ccccc2n1CCN1CCCCC1)c1ccc(Cl)cc1
  6.3 | 5.0
CCn1ncc(C2=NOC(C(=O)NCC(C)C)C2)c1C (configuration not stated)
  -8.1 | -1.8
CC(C)N(Cc1nc(-c2ccccc2)no1)C(=O)C1CCCCC1
  -5.7 | -1.5
Cc1cccc(OCC(=O)N/N=C\c2cc3c(cc2[N+](=O)[O-])OCO3)c1C
  1.3 | -6.1
Cn1cnnc1SCC(=O)N1CCC(Cc2ccccc2)CC1
  1.2 | 2.7
O=S(=O)(Nc1cccc2cn[nH]c12)c1ccc(F)cc1
  20.2 | 5.0
O=C(CCNS(=O)(=O)c1cccc2nsnc12)N1CCc2ccccc21
  10.4 | 8.1
COc1ccc(NC(=O)NCc2ccncc2)cc1
  11.8 | 1.8
CC(C)CCNC(=O)CSc1nnc(-c2ccc(S(=O)(=O)N3CCCC3)cc2)n1C
  -8.1 | -4.3
Cc1ccc(S(=O)(=O)/N=C(\CN2CCOCC2)N2CCOCC2)cc1
  -13.1 | -13.0
Cn1c(CN2CCCC2)nc2cc(NC(=O)Nc3ccccc3)ccc21
  6.8 | -4.9
O=S(=O)(c1ccc(Nc2ccc(-c3ccc4c(c3)OCCO4)nn2)cc1)N1CCCC1
  -11.1 | 17.2
COC(=O)Cc1ccc(NC(=O)c2ccc(C(C)(C)C)cc2)cc1
  10.0 | 2.6
CC(Sc1nnc(-c2ccc(C(C)(C)C)cc2)n1C)C(N)=O (configuration not stated)
  0.3 | -6.6
Cc1cccc(C)c1NC(=O)CSCC(=O)c1ccc(O)c(O)c1
  4.5 | -7.0
O=C(Cc1cccc2ccccc12)N/N=C/c1ccc(Sc2cccc3cccnc23)o1
  5.3 | -2.5
CCOC(=O)CC(=O)CSc1nc2ccccc2c(=O)n1-c1ccc(C(=O)NCCOC)cc1
  -10.6 | -12.9
CC(=O)N1CCC2(CC1)C(C#N)=C(N)Oc1c2sc2nc(C)cc(C)c12
  -12.0 | -2.0
O=C(c1ccco1)N1CCN(S(=O)(=O)N2CCOCC2)CC1
  6.4 | 6.4
CCC(C)[C@H](NC(=O)NCc1cccs1)C(=O)O (some centres not stated)
  3.8 | 4.9
Cc1cccc(NC(=O)CN(C)S(=O)(=O)c2cccs2)c1
  4.5 | -3.0

# More compounds:
compound	FXIIa inh	FXIa inh
CO/C([O-])=N/c1c[n+](-c2ccc(C)cc2)no1	6.5	0.5
COc1ccc(CCNc2nc3ccccc3n3nnnc23)cc1OC	5.7	-1.6
COc1cccc(/C=c2/s/c(=C(\C#N)C(=O)N3CCOCC3)n(-c3ccccc3)c2=O)c1	-12.0	5.6
Cn1c(NC(=O)c2cccs2)cc(=O)n(C)c1=O	12.1	2.8
Cc1ccc2nc(C(C)O)[nH]c2c1 (configuration not stated)	2.1	-6.2
Cc1cc2nc(C3CCCN(C(=O)NCc4ccccc4)C3)[nH]c2cc1C (configuration not stated)	5.5	-8.5
COCC(=O)N(C)c1nnc(-c2cnccn2)s1	-7.5	4.1
CCn1c(CC(=O)Nc2ccc(C)cc2)nnc1SCC(=O)N1CCN(c2ccccc2)CC1	-2.0	-0.4
Cn1c(=O)n(Cc2ccc(Cl)cc2)c2ccccc21	4.4	5.8
CNCc1ccccc1OCC(=O)Nc1ccccc1OC	1.8	-5.6
Cc1cc(Cl)cc(Br)c1OCCCN1C(=O)NC(C)(C)C1=O	-3.2	-0.7
CN1C2C=C3C(C#N)=C(N)C(C#N)(C#N)[C@@H](c4cccc(F)c4)[C@@H]3C1CC2 (some centres not stated)	0.2	-0.1
CN1CCC(C2(O)c3ccccc3CSc3sccc32)CC1 (configuration not stated)	6.9	-6.5
O=C(Cn1c(CN2CCCCC2)nc2ccccc2c1=O)NCc1ccco1	-15.2	1.5
CC(C)CN(C(=O)CSc1nncs1)c1c(N)n(CC(C)C)c(=O)[nH]c1=O	-10.5	-1.5
COc1ccc(NC(=O)CCS(=O)(=O)c2ccccc2)c(OC)c1	1.2	-6.6
CCOC(=O)C1CCCN(C/C(O)=C(\C#N)c2nc(-c3ccccc3)cs2)C1 (configuration not stated)	-1.1	-0.1
CC(=O)OCC(=O)Nc1ccc(C(C)=O)cc1	4.4	-1.6
COc1ccc(S(=O)(=O)CCC(=O)Nc2c(C)n(C)n(-c3ccccc3)c2=O)cc1	4.6	-4.8
CSCCC(NC(=O)OC(C)(C)C)C(=O)NC(C(=O)NC(CC(C)C)C(N)=O)C(C)C (configuration not stated)	-5.3	2.5
CCOc1ccccc1NC(=O)c1ccoc1C	8.7	-1.2
Cc1nc(NCC2CCCO2)c2oc3ccccc3c2n1 (configuration not stated)	1.5	7.1
COc1ccccc1CN1CC(C(=O)NCc2cccnc2)CC1=O (configuration not stated)	10.2	2.7
COCCCN1C(=O)c2ccc(C(=O)Nc3ccc(OC)cc3OC)cc2C1=O	5.3	-1.5
O=C(CSc1ccccn1)N1CCN(c2cccc(Cl)c2)CC1	6.0	12.3
Clc1ccc2nc(CN3CCCCCC3)cn2c1	-2.9	-6.3
O=C(Cn1c(C(=O)NCCCN2CCOCC2)cc2sccc21)c1ccccc1	8.7	5.5
Cc1cccc(NC(=O)NCCc2c[nH]c3ccccc23)c1	4.0	-8.3
CC(C)CCn1c(S(=O)(=O)O)nc2ccccc21	-0.5	-7.5
COc1c(S(=O)(=O)N2CCN(c3ccc(F)cc3)CC2)ccc(Cl)c1Cl	7.9	1.1
COC(=O)Cc1n[nH]c(=O)c2ccccc12	11.1	-4.5
O=C(CCN1C(=O)C2C3C=CC(C3)C2C1=O)Nc1ccc2ncccc2c1 (configuration not stated)	4.6	8.8
COC(=O)c1ccc(NC(=O)CSc2ccccn2)cc1	16.9	-2.2
COc1cc(/C=C(/C(=O)c2cccs2)c2nc3ccccc3[nH]2)cc(OC)c1O	7.0	-1.6
CCCOc1ccccc1C1NC(=O)NC(C)=C1C(=O)OCc1ccccc1 (configuration not stated)	8.0	2.3
CS(=O)(=O)N(CC(=O)Nc1ccccc1Sc1ccccc1)C1CCCCC1	0.8	0.1

# Full records from above. Screens in order: FXIIa inh	FXIa inh
# Record of CCCOc1ccccc1C1NC(=O)NC(C)=C1C(=O)OCc1ccccc1 (configuration not stated) = 8.0	2.3
# Record of COc1cc(/C=C(/C(=O)c2cccs2)c2nc3ccccc3[nH]2)cc(OC)c1O = 7.0	-1.6

# (continued)
compound	FXIIa inh	FXIa inh
Cn1cnnc1SCC(=O)Nc1ccc2nc(SCc3ccccc3F)sc2c1	-8.0	20.9
Cc1nc2ccc(NC(=O)N3CCSCC3)cc2nc1C	2.9	-0.8
CC(C)(C)c1ccc(C(=O)N2CCCCCC2=O)cc1	7.7	-2.0
CC(=O)CCS(=O)(=O)c1ccc(NC(C)=O)cc1	-13.9	19.5
CC(C)C(=O)N(Cc1cc2ccccc2[nH]c1=O)C(C)(C)C	5.7	-0.8
Cn1ccnc1SCC(=O)Nc1ccc2ccccc2c1	-14.6	-1.3
O=C(CCCCCN1C(=O)CCC1=O)Nc1ccc(Cl)c(C(F)(F)F)c1	3.8	-16.9
Cc1nn(C)c(C)c1NC(=O)CN1CCC(O)(c2ccc3c(c2)OCO3)CC1	5.0	-1.9
CCC(=O)c1cc(-c2nc3ccccc3n2C)n(C)c1	12.8	-3.5
CC(C)NC(=O)c1cc2nc(-c3ccco3)cc(C(F)(F)F)n2n1	9.4	1.9
Cc1nn(C)cc1C1Nc2ccccc2C(=O)N1O (configuration not stated)	10.5	-2.5
Cc1ccc(/C=C/c2ccc(=O)n(Cc3ccccc3Cl)n2)cc1	9.7	-2.6
COc1ccc(OCC(=O)Nc2ccc3c(c2)nc(CN2CCCC2)n3C)cc1	-7.6	14.7
O=C(Nc1ncc(Cc2ccccc2)s1)C1COc2ccccc2O1 (configuration not stated)	5.2	0.0
CSC1=N/C(=C\c2ccc(C)cc2)C(=O)S1	5.2	-10.5
CC1CCN(C(=O)CSc2nc3ccccc3s2)CC1	-2.6	1.5
Cc1ccc2[nH]c(C)c(/C=N/Nc3nc4ccccc4s3)c2c1	4.4	7.9
Cc1ccc(S(=O)(=O)N[C@H](C(=O)N2CCC3(O)CCCCC3C2)c2ccccc2)cc1 (some centres not stated)	3.1	-3.7
CCC(C)NC(=O)CSc1nc2ccsc2c(=O)n1NC(=O)c1ccccc1 (configuration not stated)	2.0	1.5
COc1ccc(C(=O)CSc2cc(C)nc3nc(C)nn23)cc1OC	5.1	-1.1
CCCCC[n+]1ccn(-c2nc3ccccc3nc2[N-]S(=O)(=O)c2ccc(C)cc2)c1	1.4	-0.1
Oc1ccc(Nc2nc(-c3ccc4ccccc4c3)cs2)cc1	5.1	10.2
COc1ccccc1N1CCN(C(=O)c2cc3c(s2)CCC3)CC1	9.0	6.3
COc1ccc2c(c1)c(CC(=O)OCC(=O)O)c(C)n2C(=O)c1ccc(Cl)cc1	-10.0	-4.0
CCn1nc(NC(=O)c2ccncc2)c2cc3ccccc3nc21	5.1	3.4
CC1(C)CC(=O)c2c(-c3cccs3)n[nH]c2C1	3.4	-7.8
COC(=O)c1ccccc1N1C(=O)[C@@H]2C(c3ccc(Br)cc3)=NO[C@@H]2C1=O	-3.9	5.2
Cc1cc(C2(c3cc(C)c(NC(=O)CN4CCOCC4)c(C)c3)CCCCC2)cc(C)c1NC(=O)CN1CCOCC1	3.5	-9.0
